AMA1-RON2 inh: AMA1-RON2 (P. falciparum) interaction inhibition | AlphaScreen AMA1-biotinylated RON2 peptide binding | Potency, µM (top dose mostly 58.2 µM), for the others: at the top dose activity change, negative = inhibition, actives largely listed as inhibitors | hit rate 0.2% among 360,000 | AID 720542;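 also: potency is read from the fitted curve at half-maximal effect; 0% = vehicle wells and -100% = peptide control; nearly all actives have a fitted effect of over 45% in size; some results filed as inactive show a strong effect at the top dose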
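AMA1 (3D7) with his tag at 25 nM final met compounds first, then biotinylated RON2 peptide at 25 nM; detection used donor plus acceptor beads, 10 µg/mL apiece, read by AlphaScreen after 30 min at room temperature.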
AmpC inh no detg: blocks E. coli AmpC beta-lactamase in detergent-free assay; P00811; AmpC nitrocefin hydrolysis, absorbance 480 nm, 0.0001% Triton; Potency, µM (titrated, usually from 57.1 µM), for inactives: top-dose activity change, negative = inhibition, hits mostly inhibitors; hit rate 0.52% among 330,000;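 also: potency is read from the fitted curve at half-maximal effect; plate controls were no compound for no effect and no enzyme for full effect; nearly all actives have a fitted effect of over 20% in size; some results filed as inactive show a strong effect at the top dose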
Target sequence (P00811 whole entry, looked up): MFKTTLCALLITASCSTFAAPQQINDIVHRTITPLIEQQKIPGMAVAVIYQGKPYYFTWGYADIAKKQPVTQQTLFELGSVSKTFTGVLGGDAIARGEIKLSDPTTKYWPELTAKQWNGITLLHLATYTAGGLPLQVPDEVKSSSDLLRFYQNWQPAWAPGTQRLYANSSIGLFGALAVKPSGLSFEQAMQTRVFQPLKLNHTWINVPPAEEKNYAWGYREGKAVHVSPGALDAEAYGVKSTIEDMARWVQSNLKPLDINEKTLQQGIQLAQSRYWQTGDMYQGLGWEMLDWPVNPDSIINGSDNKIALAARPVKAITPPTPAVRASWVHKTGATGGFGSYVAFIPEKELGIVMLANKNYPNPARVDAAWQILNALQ
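20 mM phosphate pH 7.0 + 0.01% (detergent screen) or 0.0001% Triton X-100; 5.3 nM AmpC reagent; cpd preinc 15 min RT; nitrocefin (800 uM stock) to start; A480 q20 s × 4 min; Activity was normalised to no-enzyme and no-compound control wells.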
AmpC inh detg: blocks E. coli AmpC beta-lactamase in detergent assay; P00811; AmpC hydrolysis of nitrocefin, absorbance 480 nm, 0.01% Triton; Potency, µM (top dose mostly 114 µM), without a hit: at the top dose activity change, negative = inhibition, usual class: inhibitors; hit rate 0.041% among 370,000; AID 485294;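 also: potency is read from the fitted curve at half-maximal effect; 0% = no-compound wells and -100% = no-enzyme wells; nearly all actives have a fitted effect of over 25% in size; some results filed as inactive show a strong effect at the top dose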
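AmpC (5.3 nM in the dispensed reagent) in 20 mM phosphate pH 7.0 with 0.01% (detergent screen) or 0.0001% Triton X-100 was preincubated with compounds for 15 min at room temperature. Nitrocefin was then added from an 800 uM solution, and hydrolysis was followed at 480 nm.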
FBPA Giardia inh: blocks Giardia fructose-bisphosphate aldolase activity; A8B2U2; Potency, µM (series often up to 59.6 µM), for the others: top-dose activity, negative = inhibition, hits mostly inhibitors; hit rate 0.71% among 290,000; purified Giardia FBPA; AID 2451; also: potency is read from the fitted curve at half-maximal effect; % is scaled to controls: 0 for no effect and ±100 for the full control effect; nearly all actives have a fitted effect of over 55% in size
Target sequence (A8B2U2 whole entry, looked up): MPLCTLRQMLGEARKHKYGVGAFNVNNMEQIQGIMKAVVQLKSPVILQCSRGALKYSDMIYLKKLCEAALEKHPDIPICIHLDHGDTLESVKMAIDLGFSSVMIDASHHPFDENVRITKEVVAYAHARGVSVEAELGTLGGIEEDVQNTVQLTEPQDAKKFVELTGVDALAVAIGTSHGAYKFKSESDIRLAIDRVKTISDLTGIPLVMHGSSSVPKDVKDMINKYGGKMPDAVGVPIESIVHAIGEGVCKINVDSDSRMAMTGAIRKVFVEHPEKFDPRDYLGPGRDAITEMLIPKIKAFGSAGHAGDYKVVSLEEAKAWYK
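Giardia FBPA (40 nM reagent) was preincubated 10 min at RT with compound (up to 57.5 uM final), then substrate plus GAPDH/TPI/NAD/arsenate coupling system with diaphorase/resazurin was added; resorufin fluorescence (525/598 nm) was read after 20 min.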
Shiga toxin inh: inhibitors of Shiga toxin in Vero cells. Vero cells, Shiga toxin protein synthesis inhibition reporter. inhibition, % at 38.7 µM. AID 2315. hit rate 9.2% among 290,000; in the data active = inhibition mostly above about 28%, no sharp cut-off; inactive = mostly below about 43%; also: 0% is about no effect
HCMV antiviral: inhibitors of human cytomegalovirus; HFF cells, HCMV-luciferase reporter, 72 h; hits give low values; activity change, negative = inhibition, % at 57.5 µM; hit rate 4.5% among 410,000; AID 1259415; in the data active = activity change below about -60%; inconclusive = no clear call, values can overlap the other calls; inactive = above about -39%; also: % is scaled to controls: 0 for no effect and ±100 for the full control effect
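Human foreskin fibroblasts infected with luciferase-reporter HCMV at MOI 1 PFU/cell, compounds at two doses. Luciferase measured 72 h post infection; normalized to buffer-only basal and Salinomycin (10uM) controls.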
Cycloheximide cs: counter-screen hit for Shiga toxin inhibitors, cycloheximide; cell reporter, cycloheximide protein synthesis inhibition counterscreen; AID 2314; max response, %; hit rate 12% among 300,000; in the data active = max response mostly above about 13%, no sharp cut-off; inactive = mostly below about 14%; also: read at 38.3 µM for the half of the compounds with a filed dose; 0% is about no effect
Starred values were filed as active, the others as inactive; u = inconclusive; x = not tested or not shown; & = joins results of further samples; [ ] = dose if it differs, or a comment. Unless noted, calls follow the shape of the dose curve; as a rule, active = well fitted curve in the direction sought with a large enough effect; inconclusive = small, poorly fitted or top-dose-only effect, or another doubt; inactive = no such curve, though single readings can be large; an effect the other way counts as inactive or inconclusive. Outcome played no part in choosing rows (roughly 16% active in at least one column).

nr | Structure | AMA1-RON2 inh | AmpC inh no detg | AmpC inh detg | FBPA Giardia inh | Shiga toxin inh | HCMV antiviral | Cycloheximide cs
1 | CCN(C(=O)CN1CCN(c2ccccc2O)CC1)c1c(N)n(Cc2ccccc2)c(=O)[nH]c1=O | -11% | 57% | 2% | -21% | 17 | -32 | -2
2 | CCO[C@H]1OC(C(=O)NC2CC2)=C[C@@H](c2ccccc2)[C@@H]1CCCO | 15% | -6% | 2% | 5% | -1 | -3 | -9
3 | COc1cc(/C=C/C(O)=C/C(=O)/C=C/c2ccc(O)cc2)ccc1O | 100%[activator] | -18% | 11% | x | x | 28 | x
4 | C=CCn1c(-c2ccc(F)cc2)n[nH]c1=S | 31%[activator] | -34% | -6% | u | 26 | 18 | -2
5 | CCOC(=O)c1c(NC(C)=O)sc2c(O)c(Br)cc(Br)c12 | -16% | -39% | -6% | u | -7 | u | -5
6 | CCOc1ccc(/C(O)=C2/C(=O)C(=O)N(CCN(C)C)C2c2ccccc2)cc1Cl (stereo not given) | -6%[11.6 µM] | -11% | -4% | 12% | -10 | -4 | -5
7 | c1ccc(Cc2nn3c(C4COc5ccccc5O4)nnc3s2)cc1 (stereo not given) | 18% | 16% | 0% | 8% | 72* | -6 | 33*
8 | CC[C@H](C)[C@@H]1NC(=O)c2cc([N+](=O)[O-])cc(F)c2OCC[C@@H](C(N)=O)NC(=O)[C@H](CCCCN)NC1=O | 32%[activator] | 168%[activator] | u | -5% | -11 | -19 | -4
9 | O=C(COC(=O)c1cccnc1Cl)Nc1cc(S(=O)(=O)N2CCCCC2)ccc1Cl | -6% | -36% | 4% | -8% | -12 | -13 | -4
10 | O=C(c1ccc(S(=O)(=O)Cc2ccccc2Cl)c([N+](=O)[O-])c1)N1CCN(c2ccccn2)CC1 | -9% | 23% | -5% | -9% | -7 | -97* | -4
11 | c1ccc(NC(=NCc2ccco2)c2ccccc2)cc1 | -10% | -15% | 1% | -1% | 0 | 42 | -1
12 | Cc1ccsc1C1C(C#N)=C(N)N(N(C)C)C2=C1C(=O)CC(C)(C)C2 (stereo not given) | 3% | -13% | -10% | -1% | 2 | -17 | -1
13 | CCOc1cc(/C=N/n2nnnc2N)ccc1OCc1c(C)no[n+]1[O-] | 0%[11.6 µM] | -19% | u | 8% | -13 | -20 | -3
14 | CC1(C)CC(NC(=O)c2cccc(S(=O)(=O)Nc3cccc(Cl)c3)c2)CC(C)(C)N1 | 0% | -3% | -17% | x | x | -26 | x
15 | c1ccc(-c2ncc(CSc3nncn3-c3ccccc3)s2)cc1 | -10% | 18% | 6% | 1% | 19 | 7 | 6
16 | CCC(CC)NC(=O)CN(c1ccccc1OC)S(=O)(=O)c1cccs1 | 7% | 25% | 4% | 3% | 28 | 0 | 8
17 | COc1cccc(C(=O)C[n+]2ccccc2/C=N/O)c1 | u | -13% | -1% | -5% | 0 | -1 | 13
18 | Cc1ccc(C)c(CSc2nnc([C@@H](N)C(C)C)o2)c1 | 53%[activator] | 40% | u | 11% | 7 | -30 | -1
19 | COc1cc(/C=C2/C(=N)N3OC(C)=CC3=NC2=O)ccc1OC(=O)c1ccco1 | 49%[activator] | -38% | 7% | -11% | -10 | -28 | 7
20 | CCC(=O)c1ccc(OCCn2cncn2)cc1 | -19% | -8% | -5% | 6% | -1 | 24 | -3
21 | Cc1cc(C(=O)NP(=O)(N2CCOCC2)N2CCOCC2)c(C)n1C1CC1 | 2% | -21% | 9% | 0% | 2 | 45 | -4
22 | COC(=O)c1c(NC(=O)c2ccc(Br)o2)sc(C)c1C | 23% | -19% | u | -2% | -16 | -7 | 1
23 | COc1ccc(CNCCNC(=O)c2ccco2)c(OC)c1OC | 5% | -20% | 1% | -17% | -15 | 22 | -9
24 | CC(C)CC(=O)Nc1ccc2oc(-c3cccnc3)nc2c1 | -6% | -2% | u | -1% | 37 | 84 | 26*
25 | C[C@@H]1CC=C[C@H]2[C@H]1C(=O)N(Cc1ccccc1)[C@H]2c1ccc(-c2ccc(F)cc2)cc1F | -5% | -6% | 1% | 4% | 14 | 3 | -2
26 | O=C(Nc1ccc(CN2CCS(=O)(=O)CC2)cc1)c1ccc(Cl)cc1 | -1% | -9% | -3% | -2% | 38 | u | 16*
27 | Cc1c(NC(=O)c2ccccc2NS(=O)(=O)c2ccc(F)cc2)c(=O)n(-c2ccccc2)n1C | -12% | -20% | -17% | 6% | -3 | u | -5
28 | Cc1[nH][nH]c(=O)c1C(c1c(C)[nH][nH]c1=O)c1cn(Cc2cccc3ccccc23)c2ccccc12 | -4% | -47% | -8% | u | -8 | 23 | -3
29 | Cc1cccc(-n2c(-c3csc4ccccc34)n[nH]c2=S)c1 | 27% | -44% | -11% | 0% | 10 | -70* | 1
30 | O=C(O)c1ccc2c(c1)C(=O)N([C@H](Cc1ccccc1)C(=O)O)C2=O | x | -5% | u | 4% | -2 | x | 0

(further entries)
nr | Structure | AMA1-RON2 inh | AmpC inh no detg | AmpC inh detg | FBPA Giardia inh | Shiga toxin inh | HCMV antiviral | Cycloheximide cs
31 | CCOc1ccc(N(CC(=O)NN=C2CCN(C)CC2)S(C)(=O)=O)cc1 | 2%[11.6 µM] | -18% | 5% | 5% | 10 | -9 | -1
32 | O=C1NC(NS(=O)(=O)c2ccccc2)(C(F)(F)F)C(=O)N1c1ccc(F)cc1 (stereo not given) | 1% | -5% | 1%&1% | 2% | -6 | 3&-23 | 7
33 | CCn1c2ccccc2c2cc(C3C(C#N)=C(N)OC4=C3C(=O)CC(C)(C)C4)ccc21 (stereo not given) | x | -26% | u | 9% | -3 | x | 6
34 | CN(Cc1ccc(Cl)cc1)C(=O)c1ccc2ccccc2n1 | 5% | 16% | 0% | -1% | -8 | -17 | -3
35 | COc1ccc(NC(=O)COc2ccc(C)c(C)c2)cc1S(=O)(=O)N1CCCCC1 | -3% | 16% | 0% | x | x | 5 | x
36 | CCCCOc1ccc(/C=N/NC(=O)c2csc(C)c2C)cc1 | -2% | -18% | u | 0% | 24 | -21 | 9
37 | COC(=O)c1sccc1NC(=O)c1cc(-c2cccc(C)c2)nc2ccccc12 | -13% | -17% | -7% | 3% | -10 | -18 | 7
38 | Cc1ccc(-n2c(CNC(=O)c3cccs3)nnc2SCC(=O)NO)cc1 | 7% | 96%[activator] | u | -5% | 12 | -30 | -3
39 | COc1ccc(NC(=O)C(Cl)=C(Cl)Cl)cn1 | -17% | -10% | u | -12% | 16 | 0 | 23*
40 | CC(=O)N(Cc1ccccc1)c1nc(-c2ccccc2)cs1 | 5% | -26% | -8% | -8% | -2 | 68 | 2
41 | COc1cc(/C=C2\N=C(c3ccccc3)OC2=O)ccc1OC(C)=O | -1% | -4% | -13% | 5% | -14 | -2 | 7.5*
42 | CCCCN1C(Nc2ccccc2)=NC[C@@H]1C | -3% | -21% | 0% | x | x | 8 | x
43 | O=C(c1ccco1)N1N=C(c2ccc3nccnc3c2)CC1c1ccccc1 (stereo not given) | -4% | 3%[2.29 µM] | 2% | -13% | 36 | -6 | 16
44 | Oc1ccc(N2CCN(C(=S)NCc3ccccc3)CC2)cc1 | 30%[activator] | -11% | 8% | -9% | 17 | -64* | -5
45 | CCOC(=O)c1sc(NC(=O)CSc2nc3c(cc2C#N)CCCCC3)c(C#N)c1C | -13% | -37% | 3% | -10% | 10 | 48 | 12
46 | Cn1c(=O)c(C(=O)NCc2ccc(Cl)cc2)c(O)c2ccccc21 | 32%[activator] | -15% | u | 2% | x | 46 | -1
47 | CCOc1ccc(OCC)c(NS(=O)(=O)c2cccc3nsnc23)c1 | -19% | -10% | -4% | -20% | -20 | 22 | 5
48 | Cc1ccccc1NC(=O)c1ccc(CN(c2ccccc2)S(=O)(=O)c2ccccc2)cc1 | -11% | -27% | u | 3% | -1 | 7 | 2
49 | CCN(C(=O)c1cc(S(=O)(=O)N2CCc3ccccc32)cn1C)c1ccccc1 | -14% | 58% | -4% | -8% | -2 | -10 | -4
50 | CCCCC(CC(O)COCC(C)C)C(=O)NN (stereo not given) | 11% | 84%[activator] | -7% | 6% | -20 | -13 | -2
51 | O=C(CC1Nc2ccccc2NC1=O)Nc1ccccc1 (stereo not given) | 9% | -35% | 0% | -5% | 38* | x | 31*
52 | CSc1nnc(-c2ccc(S(=O)(=O)N3CCCCC3)cc2)o1 | 7% | -7% | 1% | -3% | -5 | -17 | 11
53 | CN(C)c1nc(-c2ccccc2)cc(C(F)(F)F)c1C#N | 200%[activator] | -5% | -5% | 4% | -35 | -7 | -7
54 | C[C@H](CO)N1C[C@H](C)[C@@H](CN(C)S(=O)(=O)c2cccs2)Oc2ccc(NC(=O)Nc3ccccc3)cc2C1=O | -10% | 28% | x | x | x | -65* | x
55 | COc1ccc(CCNCc2c(-c3ccccc3)n(C)c3ccccc23)cc1 | u | -2% | -2% | -30% | 12 | -6 | -3
56 | COCCCNC(c1ccccc1)c1ccncc1 (stereo not given) | 16% | 99%[activator] | -15% | -8% | -7 | 9 | -2
57 | COc1cc(OC)cc(-c2c(-c3cccs3)c3cc(-c4ccc5cc[nH]c5c4)ccc3n2C)c1 | 0% | -32% | 5% | x | x | -29 | x
58 | O=C(CSc1nnc(CNc2ccc(Cl)cc2)n1Cc1ccccc1)NCc1ccco1 | 1% | 55% | u | 3% | 19 | 40 | 14*
59 | Cc1cc(Oc2nc3ccccn3c(=O)c2/C=C(\C#N)C(=O)NC2CCS(=O)(=O)C2)ccc1Cl (stereo not given) | 11% | 87%[activator] | 1% | 1% | -7 | -66* | 0
60 | CCCCOc1ccc(Cl)cc1CSc1nncn1N | -4% | -2% | 0% | -10% | -12 | -20 | -3

Next part:
nr | Structure | AMA1-RON2 inh | AmpC inh no detg | AmpC inh detg | FBPA Giardia inh | Shiga toxin inh | HCMV antiviral | Cycloheximide cs
61 | CC1CCCN(C(=O)COc2ccc3c(c2)OCO3)C1 (stereo not given) | -13% | 3% | 4% | x | 64* | 86 | 48*
62 | CC(C)(C)NC(=O)C(c1ccc(O)cc1)N(C(=O)CCC(=O)Nc1nccs1)c1ccc(F)cc1 (stereo not given) | -4% | -6% | 7% | 1% | -14 | -13 | 1
63 | N#CC1(NC(=O)COc2ccc3oc4ccccc4c3c2)CCCCC1 | 11%[2.32 µM] | -20% | -1% | -2% | 5 | -13 | 3
64 | CCC(C)(C)c1ccc(OC(=O)c2cccnc2Cl)cc1 | 23% | 15% | u | -4% | 124* | -3 | 38*
65 | CC1(C)CC(NC(=O)COc2ccc([N+](=O)[O-])cc2)CC(C)(C)N1 | -3% | -18% | u | 3% | -6 | -8 | -3
66 | Nc1ccc(CCN2CCN(c3cccc(C(F)(F)F)c3)CC2)cc1 | -22% | x | x | -3% | x | u | x
67 | CCCCCN=C(C)c1c(O)c2ccccc2oc1=O | 24% | -18% | u | -2% | 65* | 35 | 42*

Assay outcomes: PubChem, National Center for Advancing Translational Sciences (NCATS)
